TDP-43 yeast inh = qHTS of TDP-43 Inhibitors. TDP-43 expressing yeast growth rescue, BacTiter-Glo, 24 h. Potency, µM (doses to about 46.1 µM), for inactives: at the highest dose growth rescue (activation), hits mostly activators. 410,000 tested, 1.8% active. AID 652104, 2013; note: potency is the fitted concentration of half-maximal effect; % of control where 0% means no effect; nearly all actives have a fitted effect of over 50% in size
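Luminescence from BacTiter-Glo reports growth of TDP-43-expressing yeast after 24 hr at 30 deg C with compound. Cells were raffinose-pregrown to mid-log, then seeded in galactose medium at OD600=0.02.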
EPAC2 antagonist = qHTS for Antagonist of cAMP-regulated guanine nucleotide exchange factor 2 (EPAC2): primary screen | AID 720708, 2013 | 360,000 tested, 0.18% active | Potency, µM (series often up to 114 µM), for the others: at the highest dose activity, negative = inhibition, most hits filed as inhibitors | EPAC2 GEF exchange of Rap1B-BODIPY-GDP, fluorescence; note: potency is the fitted concentration of half-maximal effect; % is set by controls: 0 for no effect and ±100 for the full control effect; nearly all actives have a fitted effect of over 45% in size; many of its hits are not listed in these tables
FUS suppressor = qHTS for Suppressors of FUS Proteinopathy: Primary screen using FUS-linked yeast assay; Potency, µM (titrated, usually from 76.6 µM), inactives show at the highest dose growth rescue (activation), most hits filed as activators; 390,000 tested, 0.24% active; S. cerevisiae FUS-expressing, growth rescue, OD600, 24 h;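 note: potency is the fitted concentration of half-maximal effect; plate controls were DMSO vehicle for no effect and reference control for full effect; nearly all actives have a fitted effect of over 55% in size; some results filed as inactive show a strong effect at the top dose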
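Toxicity suppression screen in FUS-yeast. Cells induced with 2% galactose, starting OD 0.005, treated 24hr at 30C with compounds at multiple final concentrations; growth by OD600.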
DRD3 antagonist = qHTS of D3 Dopamine Receptor Antagonist: qHTS. 360,000 tested, 2.5% active. max response, negative = inhibition, %. D(3) dopamine receptor (Homo sapiens), P35462. D3R cells, DiscoveRx beta-arrestin luminescence, antagonist mode; stronger effect = lower value; in the data active = max response below about -50%; inconclusive = no clear call, values can overlap the other calls; note: % is set by controls: 0 for no effect and ±100 for the full control effect; mostly tested at two doses, the higher about 12 µM
Target sequence (P35462 whole entry, looked up): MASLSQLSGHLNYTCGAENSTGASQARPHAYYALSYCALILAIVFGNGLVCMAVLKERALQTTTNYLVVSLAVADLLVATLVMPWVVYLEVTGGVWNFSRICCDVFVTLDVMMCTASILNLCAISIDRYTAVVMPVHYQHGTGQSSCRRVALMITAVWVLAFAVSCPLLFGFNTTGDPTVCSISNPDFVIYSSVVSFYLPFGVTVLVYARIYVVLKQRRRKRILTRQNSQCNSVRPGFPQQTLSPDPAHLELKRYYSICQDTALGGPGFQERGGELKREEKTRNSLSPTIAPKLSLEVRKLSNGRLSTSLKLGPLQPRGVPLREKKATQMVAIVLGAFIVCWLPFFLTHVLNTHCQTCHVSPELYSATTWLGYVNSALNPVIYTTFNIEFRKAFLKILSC
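Cells plated overnight at 1500 cells/well, then exposed to library compounds with dopamine controls for 90 minutes at 37 degrees C. DiscoveRx reagent added for 30–60 minutes at room temperature; luminescence read, quantitative HTS format.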
D3 ag = qHTS of D3 Dopamine Receptor Agonist: qHTS; max activation, %; D(3) dopamine receptor (Homo sapiens), P35462; AID 652048, 2013; D3R DiscoveRx beta-arrestin cells, luminescence, 90 min; 410,000 tested, 0.58% active; in the data active = max activation above about 30%; note: 0% is about no effect; mostly tested at two doses, the higher about 12 µM
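Agonist-mode cell screen: cells plated at 1500/well and incubated overnight at 37 °C, then exposed to library compounds for 90 min at 37 °C. Detection reagent was added for 30–60 min at room temperature, and luminescence was read.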
EPAC2 ag = qHTS for Agonist of cAMP-regulated guanine nucleotide exchange factor 4 (EPAC2): primary screen. EPAC2 activation, biochemical qHTS; response scale: 100% = 6.5 mM cAMP response. AID 720711, 2013. 360,000 tested, 0.079% active. Potency, µM (series often up to 154 µM), inactives show top-dose activation, most hits filed as activators; note: potency is the fitted concentration of half-maximal effect; nearly all actives have a fitted effect of over 50% in size
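In this primary screen, activation is scored as increased exchange of BODIPY-GDP from Rap1B by 100 nM EPAC2, with 50 uM GDP as competitor. Signal is normalized to the 6.5 mM cAMP agonist control.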
Abeta yeast res = qHTS for compounds that reverse cellular toxicity of Amyloid beta (A-beta) peptide in yeast: Primary Screen; yeast expressing A-beta42, growth rescue, OD600, 48 h; response scale: 0% DMSO, 100% iron-clioquinol control; Potency, µM (titrated, usually from 46.1 µM), without a hit: top-dose growth rescue, hits mostly activators; 410,000 tested, 0.063% active; AID 1347071, 2019; note: potency is the fitted concentration of half-maximal effect; nearly all actives have a fitted effect of over 55% in size
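Yeast growth medium received pinned compounds, then yeast cells expressing toxic A-beta were added; plates incubated at 30 C for 48 hr. Growth read as absorbance at 600 nm, normalized to DMSO and equimolar FeCl3 plus clioquinol controls.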
aSyn rescue = qHTS of alpha-syn Inhibitors. Yeast expressing alpha-synuclein, growth rescue, BacTiter-Glo, 24 h. Potency, µM (top dose mostly 46.1 µM), inactives show top-dose growth rescue (activation), usual class: activators. 370,000 tested, 0.14% active; note: potency is the fitted concentration of half-maximal effect; % of control where 0% means no effect; nearly all actives have a fitted effect of over 65% in size
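Rescue of yeast growth: cells expressing toxic alpha-synuclein, induced in galactose at OD600 0.02, incubated with compound 24 h at 30 C. ATP luminescence quantified growth; inhibitors of toxicity appear as activators.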
An asterisk follows results filed as active; ? = inconclusive; nt = no result given; & = joins results of further samples; [ ] = another dose, or the depositor's remark. Unless noted, calls come from the whole dose curve; as a rule, active = well fitted curve in the direction sought with a large enough effect; inconclusive = small, poorly fitted or top-dose-only effect, or another doubt; inactive = no such curve, though single readings can be large; an effect the other way counts as inactive or inconclusive.

compound | EPAC2 antagonist | aSyn rescue | FUS suppressor | TDP-43 yeast inh | D3 ag | DRD3 antagonist | EPAC2 ag | Abeta yeast res
CN(C)CCNC(=O)c1ccc(CS(=O)(=O)c2c(Cl)cccc2Cl)o1 | 9.0% | -4.3% | -12.3% | -9.5% | -3.2 | -19.8 | 12.3% | -8.6%
CCOC(=O)C(C)Oc1cccc2c(=O)n(CC(=O)NCc3ccccc3)ccc12 (stereo not given) | 7.6% | 3.3% | 4.6% | -1.9% | -5.2 | -10.1 | -4.9% | -5.6%
COc1ccc2[nH]c(=O)c(CNc3ccc(C)c(C)c3)cc2c1 | 10.2%[57.1 µM] | -11.8% | ? | 0.9% | -0.3 | -13.5 | -19.0% | 4.2%
CC1=NNC(=O)C1CCC(=O)N/N=C\c1ccccc1[N+](=O)[O-] (stereo not given) | -2.5% | 2.0% | 14.4% | -5.4% | 2.0 | 22.4 | 2.6% | 0.9%
O=c1c(Cl)c(NCc2ccccc2Cl)cnn1C12CC3CC(CC(C3)C1)C2 | 0.6% | ? | nt | -89.6%[inhibitor] | 4.8 | 1.7 | 1.7% | -6.1%
CS(=O)(=O)c1nncn1-c1ccccc1 | -1.7% | -0.9% | 5.5% | 14.0% | 0.2 | 1.9 | -6.2% | 1.2%
O=C(C=Cc1ccccc1)c1cc(Br)ccc1O | -0.4% | ? | -2.7% | 0.0% | -0.9 | -29.4 | 8.8% | -52.2%[inhibitor]
CN(C(=O)CSc1nc2ccccc2c(=O)n1-c1ccccc1Cl)C1CCS(=O)(=O)C1 (stereo not given) | 0.2% | -1.7% | 10.7% | 0.5% | 14.5 | 2.5 | 3.4% | 1.3%
CSc1ccc(C2NC(=O)CCC2[N+](=O)[O-])cc1 (stereo not given) | 3.4% | -2.9% | -34.3% | 3.6% | -5.7 | -8.6 | 6.0% | -3.5%
O=S1(=O)CC(N2CCC(c3ccccc3)CC2)CN1C1CCCCC1 (stereo not given) | -1.4% | 6.3% | -18.2% | 12.6% | -3.3 | -9.1 | 0.7% | -0.9%
COc1ccc(C)cc1S(=O)(=O)N1CCc2ccccc2C1 | -21.6% | 2.4% | 17.1% | nt | -9.7 | -6.6 | 7.6% | 18.0%
COc1ccccc1N1CCN(/N=C/C=C/c2ccccc2[N+](=O)[O-])CC1 | 6.1% | 4.4% | 22.5% | -2.8%[1.82 µM] | 7.8 | 42.9 | 7.1% | ?
C#CCOCCOCCOCCNc1nc(N2CCN(C(=O)Cn3cc(CCO)nn3)CC2)nc(N2CCN(C(=O)Cn3cc(CCO)nn3)CC2)n1 | 15.8% | -5.6% | -11.4% | 4.2% | 15.2 | 0.0 | 6.5% | -12.7%
CCNC(=O)C1CCN(c2nc3ccccc3nc2C(F)(F)F)CC1 | nt | nt | 6.9% | 25.2% | -3.7 | nt | nt | -26.5%
COC(=O)/C=C(\C)NC(=O)c1ccc(F)cc1 | -4.7% | -2.4% | 4.6% | -10.2% | -0.3 | -16.7 | 8.1% | -3.2%

(listing goes on)
compound | EPAC2 antagonist | aSyn rescue | FUS suppressor | TDP-43 yeast inh | D3 ag | DRD3 antagonist | EPAC2 ag | Abeta yeast res
COc1ccccc1NC(=O)c1ccccc1C(=O)O | 6.6% | 8.1% | -21.0% | 7.9% | 6.2 | -0.6 | 4.0% | 0.3%
Brc1ccc(/C=C/C=N/Nc2nc3ccccc3s2)cc1 | 4.9% | -17.6% | 5.4% | 0.7% | -7.7 | 3.5 | 5.9% | 1.8%
COc1ccccc1NC(=O)CSc1nc2nccnc2c(=O)n1CCc1c[nH]c2ccccc12 | nt | nt | 33.1% | 18.3% | 9.7 | nt | nt | 0.2%
CCN1/C(=C/C(C)=O)Sc2ccc(OC)cc21 | -0.6% | 27.8%&16.5%&3.7%&0.6% | 0.2% | 16.8% | -3.1 | 0.4 | 2.5% | -8.7%
Cc1cc(Sc2nc(NC(C)(C)C)nc(N3CCOCC3)n2)nc(Cl)n1 | -8.3% | -0.7% | 13.9% | -14.2% | 18.6 | -7.2 | 1.0% | 0.8%
COc1ccc(C2=NN(C(=O)CCC(=O)O)C(c3ccc([N+](=O)[O-])cc3)C2)cc1 (stereo not given) | -1.2% | -0.3% | 8.6% | 11.1% | -4.6 | 2.5 | 7.9% | 8.3%
COc1cc(OC)c(C(=O)Nc2ccc(C(=O)c3ccccc3)cc2)cc1OC | -6.3% | -0.1% | ? | 10.1% | 9.7 | 31.0 | 3.7% | -23.3%
Cc1cccc(Cn2ncc(Cl)c(Cl)c2=O)c1 | 5.7% | -4.4% | 8.6% | 22.1% | -40.3 | -21.3 | 0.1% | -0.9%
O=S1(=O)N=C(SCCO)c2ccccc21 | -4.4% | -0.2% | -6.6% | -8.1% | 2.9 | 17.6 | 3.5% | -11.2%
CCCOc1ccccc1N/C(=N\S(=O)(=O)c1ccc(C)cc1)Nc1nc(C)cc(C)n1 | -18.4% | -3.0% | 5.3% | 9.6% | 0.4 | 0.5 | 8.1% | 2.3%
O=C(NCc1nc2ccccc2[nH]1)C1=C[C@H](c2coc3ccccc3c2=O)C[C@H](OCCCCO)O1 | 14.1% | -8.8% | 4.1% | -24.3% | -10.3 | 24.3 | -4.4% | -12.9%
CN1CCCN(C(=O)C2CCCCC2)CC1 | 2.8% | -0.8% | -14.8% | -11.4% | -2.6 | 7.6 | -1.0% | -8.8%
CCn1c(SCC(=O)NCc2ccccc2)nnc1-c1ccccc1O | 7.3% | -1.6% | 10.5% | -16.6% | -5.2 | 13.8 | 4.1% | -9.3%
Cc1cc2nc(-c3ccccc3)c(CC(C)(C)C)n2c(C)c1Br | -10.2% | -6.2% | -4.7% | ? | 2.4 | 9.5 | 2.8% | -13.7%
COC(=O)c1nnn(-c2ccc(Br)cc2)c1C(=O)OC | nt | nt | -3.4% | 4.3% | -4.9 | nt | nt | -11.4%

New compounds follow.
compound | EPAC2 antagonist | aSyn rescue | FUS suppressor | TDP-43 yeast inh | D3 ag | DRD3 antagonist | EPAC2 ag | Abeta yeast res
Cc1cc(C)c(-c2n[nH]c3c2C(c2ccccc2F)N(Cc2ccco2)C3=O)c(O)c1 (stereo not given) | nt | nt | 8.2% | 14.4% | 6.0 | nt | nt | -0.4%
COc1ccc(NCCC(O)c2ccc(Cl)cc2)cc1 (stereo not given) | -1.8% | 9.5% | 25.7% | -8.1% | 9.9 | 3.2 | 7.9% | 5.0%
O=C(CN1CCN(C(=O)c2cccc(S(=O)(=O)N3CCCC3)c2)CC1)Nc1ccc(F)cc1 | -0.2% | -3.9% | nt | 21.7% | 2.4 | -8.8 | 6.6% | 2.3%
C=CCn1c(=N)c(C(=O)NCCCOC)cc2c(=O)n3cccc(C)c3nc21 | 3.1% | 1.8% | 13.2% | -17.1% | -8.3 | -17.7 | -82.0%[15.6 µM] | -13.3%
COC(=O)C(C)Sc1snnc1-c1ccccc1 (stereo not given) | -1.4% | 2.4% | -9.9% | ? | -1.1 | 22.5 | 14.6% | -9.2%
O=C(Nc1nc(-c2ccc(F)c(F)c2)cs1)c1ccc(OCC2CCCO2)cc1 (stereo not given) | -11.7% | -10.3% | 2.8% | -9.9% | 4.2 | -1.9 | 9.8% | 4.6%
CCOc1cc(/C=N/NC(=O)c2cccnc2)ccc1OCc1ccc(C(=O)OC)o1 | 1.8% | -10.9% | 4.2% | 14.5% | 6.3 | 21.3 | 2.5% | -8.9%
O=C(Cc1c(F)cccc1Cl)NCc1cccnc1 | 11.8% | -4.7% | -2.4% | -13.3% | -1.7 | -5.1 | 6.4% | 2.9%
CCCCC1CC2=C(C(=O)OC(C)(C)O2)C(c2ccc3ccccc3c2)O1 (stereo not given) | -26.3% | ? | ? | -1.4% | 8.0 | 6.1 | 5.9% | 6.0%
CC1CCCN(CCCNC(=O)c2ccc(CS(=O)(=O)c3c(Cl)cccc3Cl)o2)C1 (stereo not given) | 3.4% | -8.6% | 6.4% | -18.3% | -13.3 | -17.2 | 10.8% | -1.0%
CC(CN1C(C)CCCC1C)OC(=O)c1ccc(F)cc1 (stereo not given) | 10.5% | 0.6% | 5.8% | 4.8% | 7.1 | 11.3 | -2.0% | -10.1%
COc1ccc(C)cc1NC(=O)CN(c1ccc(F)cc1)S(C)(=O)=O | 5.3% | 7.5% | -8.7% | 23.2% | -3.3 | 13.0 | 4.9% | ?
COc1cc(OC)cc(-c2cc3ccc(F)cc3cn2)c1 | -29.6% | -18.4% | 19.2% | 10.2% | -30.9 | -2.3 | ? | -31.5%[inhibitor]
COc1ccc(CC(=O)NCC(=O)N/N=C(/C)c2ccco2)cc1 | 4.6% | 1.2% | 10.6% | -10.6% | -16.9 | -8.4 | 5.2% | 2.9%
O=C(/C=C/c1ccccc1)NCCSCc1ccccc1 | -0.1% | 13.4% | nt | 20.7% | 2.1 | -4.0 | 13.7% | -6.5%

2 compounds picked at random from those above, as already listed:
compound | EPAC2 antagonist | aSyn rescue | FUS suppressor | TDP-43 yeast inh | D3 ag | DRD3 antagonist | EPAC2 ag | Abeta yeast res
O=C(CN1CCN(C(=O)c2cccc(S(=O)(=O)N3CCCC3)c2)CC1)Nc1ccc(F)cc1 | -0.2% | -3.9% | nt | 21.7% | 2.4 | -8.8 | 6.6% | 2.3%
CCOc1cc(/C=N/NC(=O)c2cccnc2)ccc1OCc1ccc(C(=O)OC)o1 | 1.8% | -10.9% | 4.2% | 14.5% | 6.3 | 21.3 | 2.5% | -8.9%

Next entries follow:
compound | EPAC2 antagonist | aSyn rescue | FUS suppressor | TDP-43 yeast inh | D3 ag | DRD3 antagonist | EPAC2 ag | Abeta yeast res
CC(C)(CC(=O)O)CC(=O)NCc1c(Cl)cccc1Sc1ccc(Cl)cc1 | 5.0% | 3.7% | 36.9% | 7.1% | -8.6 | 2.9 | -2.9% | 14.0%
CC(Nc1cc(=O)n(C)c(=O)n1C)c1ccccc1 (stereo not given) | -1.7% | -2.4% | 4.2% | -2.3% | -6.3 | -2.7 | 10.5% | -2.8%
COc1ccc(/C=N/NC(=S)Nc2ccccc2)cc1COc1ccc(F)cc1 | 8.8% | -0.2% | nt | 12.4% | 7.0 | -8.9 | 7.6% | 3.6%
CC(/C=N/NC(=O)c1cc(-c2ccc(C)o2)[nH]n1)=C\c1ccccc1 | -1.2%[57.1 µM] | 5.0% | -6.4% | 1.6% | 0.2 | 14.3 | 7.7% | -10.2%

Only part of the results is shown; count on the stated rates, not on these rows.
